OXTR agonist: human OXTR agonists, primary screen, fluorescence, CHO-OTR cells, Fluo-8 calcium. Oxytocin receptor (Homo sapiens), P30559. Fluo-8 calcium fluorescence; normalized: DMSO 0%, oxytocin 100%. activation, % at 3 µM. hit rate 0.32% among 320,000. AID 2435, 2010;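 active means activation above the mean of all tested compounds plus 3 SD, cutoff set per screening run, cut at about 20% in these data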;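 further: peak over basal fluorescence ratio from a 100 s FLIPR kinetic read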
Target sequence (P30559 whole entry, looked up): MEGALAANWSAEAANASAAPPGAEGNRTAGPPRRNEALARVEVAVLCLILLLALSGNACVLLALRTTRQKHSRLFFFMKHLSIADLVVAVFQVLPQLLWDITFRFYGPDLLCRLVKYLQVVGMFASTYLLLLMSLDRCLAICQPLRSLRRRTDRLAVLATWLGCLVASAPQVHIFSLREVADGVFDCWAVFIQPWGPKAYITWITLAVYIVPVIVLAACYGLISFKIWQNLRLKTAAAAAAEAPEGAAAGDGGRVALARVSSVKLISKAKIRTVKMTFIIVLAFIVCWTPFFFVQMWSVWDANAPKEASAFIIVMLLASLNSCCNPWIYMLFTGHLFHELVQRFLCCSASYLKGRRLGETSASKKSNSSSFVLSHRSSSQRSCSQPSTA
* hit, by the source's call. A portion of the library, so the mix of outcomes need not match the whole.

SMILES	OXTR agonist
CCC1(c2ccc(C)cc2)NC(=O)N(C(C)C(=O)Nc2ccc(N3CCOCC3)cc2)C1=O (stereo not given)	1.0
COC(=O)c1ccccc1N(C)S(=O)(=O)c1cc2c3c(c1)CCC(=O)N3CCC2	-0.2
O=C(NCC(F)(F)F)c1ccc(S(=O)(=O)Nc2ccccc2N2CCCC2)cc1	0.9
CCOC(=O)[C@H]1[C@H]2COc3ccc(Cl)cc3[C@@H]2N2C(=O)c3ccccc3NC(=O)[C@@]12C	-2.1
COc1ccc(OCC(=O)NNC(=O)C2CCN(c3ncnc4sc(C)c(C)c34)CC2)cc1	3.8
CCC1CCC2(CC1)NC(=O)N(CC(=O)Nc1ccc(OC)c(Cl)c1)C2=O (stereo not given)	-2.3
Nc1ncnc2c1ncn2[C@@H]1O[C@H](COS(=O)(=O)O)[C@@H](O)[C@H]1O	0.6
S=C(Cc1ccccc1)NCCc1ccccc1	-1.4
CC1(C(=O)N/N=C/c2c(F)c(F)c(F)c(F)c2F)CC1(Cl)Cl (stereo not given)	-2.7
CCOC(=O)C1=C(COC(=O)Cc2ccc(OC)c(OC)c2)NC(=O)NC1C (stereo not given)	0.8
Cc1ccc(C)c(NC(=O)CN2C(=O)NC(C)(c3ccc4c(c3)OCCO4)C2=O)c1 (stereo not given)	8.3
Cc1c(C)c(C)c(S(=O)(=O)NCCC(=O)N2CCN(Cc3ccc(C#N)cc3)CC2)c(C)c1C	2.3
CCCC(=O)Nc1ccc(C(=O)COC(=O)c2cc(C)oc2C)cc1	2.3
COC(=O)NNC(=O)C(c1ccccc1)c1ccccc1	2.4
Cc1cccc(OCCC(=O)NNC(=O)Cn2nc(C)cc2C)c1	1.0

Quoted from the listing:
OXTR agonist with Nc1ncnc2c1ncn2[C@@H]1O[C@H](COS(=O)(=O)O)[C@@H](O)[C@H]1O is entered as 0.6
OXTR agonist with Cc1cccc(OCCC(=O)NNC(=O)Cn2nc(C)cc2C)c1 is entered as 1.0
OXTR agonist with COC(=O)NNC(=O)C(c1ccccc1)c1ccccc1 is entered as 2.4
OXTR agonist with CCCC(=O)Nc1ccc(C(=O)COC(=O)c2cc(C)oc2C)cc1 is entered as 2.3

Returning to the listing, repeating the 2 entries before the break.
SMILES	OXTR agonist
COC(=O)NNC(=O)C(c1ccccc1)c1ccccc1	2.4
Cc1cccc(OCCC(=O)NNC(=O)Cn2nc(C)cc2C)c1	1.0
Cc1ccc(SCC(=O)OCC(=O)N(CC(C)C)C2CCS(=O)(=O)C2)cc1C (stereo not given)	0.3
CC(OC(=O)c1ccc(F)c(S(=O)(=O)N2CCOCC2)c1)C(=O)NCC1CCCCC1 (stereo not given)	1.0
C=CCC[C@H](Cc1ccc(F)cc1)C(=O)OC[C@@H](C)NC(=O)[C@H](CC=C)CC(=O)N(CCO)Cc1ccccc1	-1.9
CC(=O)Nc1ccc(NC(=O)CCN2C(=O)C3CC=CCC3C2=O)cc1 (stereo not given)	0.9
O=C1CCCN1C(=O)CSc1nnnn1-c1cccc(F)c1	-0.2
Cc1ccccc1OCCC(=O)N(CC(C)C)c1c(N)n(Cc2ccccc2)c(=O)[nH]c1=O	-0.3
CN(C)C(CNS(=O)(=O)c1cc([N+](=O)[O-])ccc1Cl)c1ccco1 (stereo not given)	0.3
CCc1ccc(C(=O)NNC(=O)c2cccc(N3C(=O)CCC3=O)c2)cc1	0.6
CCCc1cc(=O)[nH]c2nnc(SCC(=O)NC3CCCC3)n12	0.6
CCN(CC(=O)Nc1ccccc1C(F)(F)F)C(=O)C1CC(=O)N(Cc2ccccc2)C1 (stereo not given)	0.3
Cc1cccc(NC(=O)CNC(=O)C23CC4CC(CC(Cl)(C4)C2)C3)n1	-2.5
CSc1ccccc1NC(=O)COC(=O)/C=C/c1ccco1	-1.6
COc1ccc(C(=O)Nc2ncccc2C)cc1S(=O)(=O)N1CCOCC1	1.3
Cc1cc(C(=O)CSc2ncnc3ccccc23)c(C)n1C1CC1	4.7
Cc1ccc(NC(=O)CSCC(=O)N=c2sccn2C)cc1	-0.4

Part of the list above in order of formula weight, rising.
SMILES	OXTR agonist
O=C1CCCN1C(=O)CSc1nnnn1-c1cccc(F)c1	-0.2
Cc1cc(C(=O)CSc2ncnc3ccccc23)c(C)n1C1CC1	4.7
CCc1ccc(C(=O)NNC(=O)c2cccc(N3C(=O)CCC3=O)c2)cc1	0.6

Continued:
SMILES	OXTR agonist
CCCC[C@@H]1C=C(C(=O)O)[C@H](c2ccc(CC)cc2)N1S(=O)(=O)c1ccc(C)cc1	0.5
COc1ccc(-c2csc3ncnc(N4CCN(S(=O)(=O)c5ccc(C)c(C)c5)CC4)c23)cc1	-2.0
NC(=O)C1CCCN(CC(=O)Nc2ccccc2C(=O)NC2CC2)C1 (stereo not given)	0.5
COc1cccc(C(=O)NCCS(=O)(=O)NCCCc2ccccc2)c1	-1.6
O=C(COc1coc(CN2CCN(c3ccccc3)CC2)cc1=O)NC1CCCC1	-0.1
CNc1nnc(SCC(=O)c2cc(C)n(C3CC3)c2C)s1	-0.6
CN(c1ccccc1)S(=O)(=O)c1cccc(C(=O)NCc2ccccc2)c1	3.8
COc1cccc(N2CCN(CC(=O)Nc3ccccc3C(=O)NCCc3ccccc3)CC2)c1	-2.0
O=C(Nc1ccc(S(=O)(=O)N2C[C@@H]3C[C@@H](C2)c2cccc(=O)n2C3)cc1)c1ccc(F)cc1	-0.6
CC1CC1C(=O)OCC(=O)NNC(=O)COc1ccc(Br)cc1 (stereo not given)	-0.1
COc1ccccc1CCNC(=O)C(=O)Nc1cc2c3c(c1)C(C)C(=O)N3CCC2 (stereo not given)	-1.7
C=CC[C@@H](CC(=O)N(CCO)Cc1ccccc1)C(=O)NCCOC(=O)[C@@H](CC=C)Cc1ccc(F)cc1	3.6
COc1ccc(CCNC(=O)CNS(=O)(=O)c2ccc(Br)cc2)cc1	0.7
Cc1ccccc1OCC(=O)OCC(=O)NCCNC(=O)COC(=O)COc1ccccc1C	0.9
Cc1ccc(C(=O)OC(C)C(=O)Nc2ccc3c(c2)OCO3)c(O)c1 (stereo not given)	-1.1
COc1ccccc1CC(=O)Nc1ccc2c(c1)OC1(CCCC1)O2	-1.9
Fc1ccc2cnc(-c3cccnc3)cc2c1	-0.2
CN(CCO)c1ccc(C(C(=O)c2ccccc2)c2ccc(N(C)CCO)cc2)cc1	7.7
CCCCn1nc(C(=O)Nc2ccccc2N2CCCC2)c2ccccc2c1=O	-1.8
O=C1CN(C(=O)COc2c(Cl)cccc2Cl)c2ccccc2N1	-1.4
CN(CC(=O)Nc1ccc(F)cc1)C(=O)CCc1nc2sc3c(c2c(=O)[nH]1)CCCC3	0.9
COc1ccc(CN(C)C(=O)c2ccc(NS(=O)(=O)c3ccccc3)cc2)c(OC)c1	-1.1
CCCn1c(SCC(=O)NCc2ccc3c(c2)OCO3)n[nH]c1=O	-0.2
COc1ccccc1C(C)NCC(=O)NC(=O)NCc1ccco1 (stereo not given)	-0.7
O=C(NCCC1CCCCN1S(=O)(=O)c1cccs1)C(=O)Nc1cccc(F)c1 (stereo not given)	-0.6
COc1ccc2c(c1)[C@H]1[C@H](CO2)[C@H](c2ccccc2)[C@]2(C)C(=O)Nc3ccc(C)cc3C(=O)N12	-0.4
O=C(COC(=O)CN1CCSC1=O)Nc1ccc(F)cc1Cl	0.5
CN(CC(=O)Nc1ccccc1C(F)(F)F)C(=O)c1ccccc1Sc1ccccc1C#N	1.1
Cc1cc(S(=O)(=O)N2CCCCC2CCNC(=O)C(=O)NCC2CCCO2)ccc1F (stereo not given)	0.1
CCN(c1ccccc1)S(=O)(=O)c1ccc(C(=O)NCCCN2CCOCC2)cc1	1.2
CS(=O)(=O)c1ccc(N)c(SSc2cc(S(C)(=O)=O)ccc2N)c1	0.4
COc1ccc(S(=O)(=O)N2CCN(CC(=O)N3CCc4ccccc4C3)CC2)cc1OC	-0.6
O=C(CSc1nnc(-c2ccncc2)o1)Nc1cccc(Cl)c1	7.2
Nc1ccccc1C#Cc1ccc([N+](=O)[O-])cc1	-3.2
CC1=C(C/C=C(\C)CCCC(C)CCCC(C)CCCC(C)C)C(=O)c2ccccc2C1=O (stereo not given)	-0.7
COc1ccc(C2=Nn3c(nnc3-c3ccccc3F)SC2)cc1OCC1CC1	-0.5
COc1cccc(C2=CC(=O)C[C@H](c3ccc(F)cc3)C2)c1OC	-1.5
Cc1cccc(NC(=O)COC(=O)[C@@H]2CCCN2C(=O)c2cccs2)c1	0.6
CCCCn1c(N)c(N(CCOC)C(=O)COc2ccc(C(C)=O)cc2)c(=O)[nH]c1=O	0.2
COC(=O)[C@@]12CCCN1[C@H](c1ccc(-c3cccc(Cl)c3)cc1)[C@H]1C(=O)N(C)C(=O)[C@H]12	2.1
Cc1cc(NC(=O)C(C)SCC(=O)Nc2cc(C(F)(F)F)ccc2N2CCCCC2)no1 (stereo not given)	-2.4
O=C(NCC(=O)N1CCCC(C(F)(F)F)C1)c1ccccc1Br (stereo not given)	1.5
CCN(C[C@H]1N[C@@](CC)(C(=O)OC)[C@H]2C(=O)N(Cc3ccccc3)C(=O)[C@@H]12)S(=O)(=O)c1ccc(C(C)(C)C)cc1	0.7
CCCOc1cc(N)ccc1C(=O)OCCN(CC)CC	0.1
Cc1ccc(CONC(=O)c2cccc([N+](=O)[O-])c2)cc1	0.4
COc1ccc(CCNS(=O)(=O)CCNC(=O)c2ccc3c(c2)OCO3)cc1OC	-1.5
C[C@H](CO)N1C[C@H](C)[C@@H](CN(C)S(=O)(=O)c2cccs2)Oc2c(NS(=O)(=O)c3ccccc3)cccc2C1=O	1.6
Cc1ccc(OCCC(=O)OCC(=O)N2CC(=O)Nc3ccccc32)cc1	-0.3
CC1(C)Cc2cccc(OCC(=O)NCCc3ccc(S(N)(=O)=O)cc3)c2O1	0.8
O=C1N(c2ccccc2C(F)(F)F)OC1(Cc1ccccc1)c1ccccc1 (stereo not given)	-1.2
COc1ccc(Cl)cc1NC(=O)CN(C)C(=O)c1cccc(S(=O)(=O)N2CCN(C)CC2)c1	1.8
O=C(COC(=O)c1ccc(F)cc1F)NCc1ccc2c(c1)OCO2	1.7
CN(C(=O)COC(=O)C1CCN(S(=O)(=O)c2ccc(Cl)cc2)CC1)C1CCS(=O)(=O)C1 (stereo not given)	0.4
COc1ccc(CC(=O)OCC(=O)NC2CCCCC2)cc1OC	0.4
CC1(C)CC(=O)C=C(c2cccc(O)c2)C1=O	2.2
O=C(NCc1ccccc1CN1CCCC1)c1cccc(N2CCCC2=O)c1	0.8
Cc1ccc(OCC(=O)NCc2n[nH]c(=O)c3ccccc23)cc1	-0.3
COc1cnn(-c2cccc(C(F)(F)F)c2)c(=O)c1Cl	-1.6
COc1ccccc1CC(=O)Nc1cc(S(=O)(=O)N2CCOCC2)ccc1N1CCOCC1	0.8
Cc1ccc(Cl)c2sc(N3CCN(C(=O)c4ccco4)CC3)nc12	-2.1
Later entries
SMILES	OXTR agonist
Cc1nc2ccccn2c(=O)c1NC(=O)c1cccc2ccccc12	-0.1
CCOc1ccc(NC(=O)CN(C)C(=O)Cc2c[nH]c3ccccc23)cc1OCC	-0.3
COC(=O)c1c(NC(=O)CN2C(=O)C(=O)N(C(C)C)C2=O)sc(C)c1C	0.0
Cc1cc(C2=CC(=O)C[C@H](c3ccc4c(c3)OCO4)C2)ccc1F	-0.7
CCOC(=O)c1c(-c2ccco2)csc1NC(=O)COC(=O)c1cnc(C)cn1	-2.8
Cc1ccc(S(=O)(=O)NCCC(=O)NC2CCCCCC2)cc1C	-0.4
CC(C)Cc1ccc(C(C)C(N)=Nc2ccc(O)cc2)cc1 (stereo not given)	1.5
CC(C)CN(C(=O)c1ccc(S(=O)(=O)N2CCOCC2)cc1)C1CCS(=O)(=O)C1 (stereo not given)	0.9
COc1ccc([C@H]2CC(=O)C=C(c3c(C)cc(C)cc3C)C2)cc1	2.5
COc1ccc([C@H]2CC(=O)C=C(c3ccc(OC(F)(F)F)cc3)C2)cc1	0.7
CCN(CC)CCn1c2c(c(SCC(=O)Nc3ccc(C(C)C)cc3)nc1=O)CCC2	-0.6
CC(C)N(C(=O)[C@H]1CC(CC(=O)NCCCN(C)C)C(=O)N2CCc3c([nH]c4ccccc34)[C@]12C)C(C)C (stereo not given in full)	0.6
NC(=O)c1ccc(SCC(=O)OCC(=O)NCc2ccco2)c([N+](=O)[O-])c1	-1.1
CCCCCCSc1ccc([C@H]2N[C@@](Cc3ccccc3)(C(=O)OC)[C@H]3C(=O)N(CC)C(=O)[C@@H]23)cc1	-0.2
Cc1ccc(NC(=O)CN(C)C(=O)Cn2nnc(-c3ccccc3)n2)cc1	0.9
CC1CCN(S(=O)(=O)c2ccc(NC(=O)[C@@H]3CCCN3C(=O)c3cccs3)cc2)CC1	-0.1
CCN(CC(=O)NCc1cccs1)C(=O)c1ccc([N+](=O)[O-])o1	-0.7
CCOc1ccccc1OCCCC(=O)NNC(=O)c1cc(C)oc1C	0.9
CCNC(=O)N(CC)C[C@H]1N[C@@](CC)(C(=O)OC)[C@H]2C(=O)N(Cc3ccccc3)C(=O)[C@@H]12	2.1
COc1cccc(/C=N/n2nnnc2N)c1OCC#N	-1.1
CC1CCCC(NC(=O)COC(=O)COc2cccc(F)c2)C1C (stereo not given)	0.1
O=C(COC(=O)c1cc2ccccc2o1)NCc1ccco1	-0.3
Nc1cc(S(=O)(=O)Nc2ccccc2Cl)ccc1N1CCCCC1	8.6
COc1ccc(OC)c(S(=O)(=O)Nc2ccc(-c3ccc4nnc(C)n4n3)cc2)c1	1.9

Among those listed so far, five contain a nitro group on carbon:
SMILES	OXTR agonist
CN(C)C(CNS(=O)(=O)c1cc([N+](=O)[O-])ccc1Cl)c1ccco1 (stereo not given)	0.3
Nc1ccccc1C#Cc1ccc([N+](=O)[O-])cc1	-3.2
Cc1ccc(CONC(=O)c2cccc([N+](=O)[O-])c2)cc1	0.4
NC(=O)c1ccc(SCC(=O)OCC(=O)NCc2ccco2)c([N+](=O)[O-])c1	-1.1
CCN(CC(=O)NCc1cccs1)C(=O)c1ccc([N+](=O)[O-])o1	-0.7
